CHRM1 agonist = activates human CHRM1 receptor; activation, % at 3 µM; 360,000 compounds, 0.33% hits; P11229; CHO-K1 hM1, Fluo-8 calcium fluorescence, agonist mode; 0% DMSO, 100% acetylcholine EC100; AID 588814;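 active = activation above the run's mean compound activation plus 3 SD, cut at about 16% in these data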;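 also: peak over basal fluorescence ratio within a 140 s kinetic read after compound addition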
M1 ag parental = nonselective activator or artifact in parental CHO-K1 cells | Fluo-8 calcium fluorescence; scaled to maximal ATP response, vehicle zero | 360,000 compounds, 0.48% hits | activation, % at 3 µM; in the data active = activation above about 15%;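 also: untransfected CHO-K1 host cells lacking M1 receptor as counterscreen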
TAAR1 agonist = human TAAR1 agonism; CHO RD-HGA16 TAAR1, Fluo-8 calcium fluorescence; vehicle wells 0%, saturating PEA agonist 100%; activation, % at 3 µM; 360,000 compounds, 0.99% hits; Q96RJ0;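 active = activation above the mean activation of all test compounds in the run plus 3 SD, cut at about 38% in these data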
Target sequence (Q96RJ0 whole entry, looked up): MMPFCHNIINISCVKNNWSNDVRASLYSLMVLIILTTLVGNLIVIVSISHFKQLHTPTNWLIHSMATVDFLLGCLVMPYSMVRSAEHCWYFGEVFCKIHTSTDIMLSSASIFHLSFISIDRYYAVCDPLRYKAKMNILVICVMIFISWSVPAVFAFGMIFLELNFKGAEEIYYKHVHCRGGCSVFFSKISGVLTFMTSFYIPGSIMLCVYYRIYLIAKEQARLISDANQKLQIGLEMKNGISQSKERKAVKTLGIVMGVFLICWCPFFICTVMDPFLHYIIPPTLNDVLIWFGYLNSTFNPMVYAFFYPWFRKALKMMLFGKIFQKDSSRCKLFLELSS
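Assay system: CHO-derived RD-HGA16 cells with stable Gα16 and human TAAR1; timing: 17-24 h seeding, 75 min 37 °C dye, 30 min RT; read-out: % activation from peak over basal fluorescence ratio, DMSO-to-PEA scaled; measured by: kinetic Fluo-8 calcium fluorescence; benchmarks: low control DMSO, high control PEA (EC100); doses: 3 µM single concentration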
CHO-K1 Ca antag = M1 antagonist counterscreen hit in parental CHO-K1 cells. ATP-induced calcium, Fluo-8 fluorescence. inhibition, % at 3 µM. 360,000 compounds, 0.6% hits. AID 602250;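 active = inhibition above a per-plate cutoff, the plate's mean sample inhibition plus 3 SD, cut at about 24% in these data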;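 also: 0% = DMSO plus EC80 ATP and 100% = DMSO alone without ATP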
TAAR1 antag = antagonists of human TAAR1; AID 624466; CHO RD-HGA16 TAAR1, Fluo-8 calcium fluorescence, antagonist; inhibition, % at 3 µM; Q96RJ0; 360,000 compounds, 1.5% hits;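 active = inhibition above a per-plate cutoff, the mean inhibition of test compounds on that plate plus 3 SD, cut at about 49% in these data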;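 also: 0% = DMSO plus EC80 beta-PEA response and 100% = DMSO alone without agonist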
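test system = CHO RD-HGA16 cells bearing hTAAR1 | replication = singlicate | controls = DMSO-only wells and EC80 β-PEA-stimulated wells | reagent = EC80 β-phenethylamine stimulus | read-out basis = percent inhibition of PEA-evoked calcium signal, max/basal emission ratio | schedule = seeding 17-24 h prior, 75-min 37 °C, 30-min RT dye loading | signal = kinetic Fluo-8 calcium fluorescence measurement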
OXTR potentiator = potentiates the human oxytocin receptor response | CHO-OTR cells, Fluo-8 calcium fluorescence, potentiator mode; 0% = oxytocin EC15, 100% = EC100 | activation, % at 3 µM | 320,000 compounds, 0.061% hits | AID 2445;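 active = activation above that plate's cutoff, the mean activation of tested compounds plus 3 SD, cut at about 6.6% in these data, passing the limit was not always enough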;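 also: 100% uses oxytocin at 75 nM as the full agonist control; some results filed as inactive read as strong as hits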
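Material: CHO-OTR cells, human receptor; compound dosing: single dose, 3.0 µM nominal final compound concentration; schedule: 6 min compound pre-incubation at room temperature, 100 s kinetic read; measured by: kinetic Fluo-8 calcium fluorescence; read-out basis: % activation vs EC15 and EC100 oxytocin; controls: EC15 oxytocin alone as 0%, 75 nM oxytocin as 100%; replicates: singlicate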
CHO-K1 Ca PAM = M1 PAM counterscreen hit in parental CHO-K1 cells; 360,000 compounds, 0.02% hits; activation, % at 3 µM; ATP EC20, Fluo-8 calcium fluorescence; 0% at ATP EC20, 100% at ATP max;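 active = activation above the run cutoff, the mean activation of all test compounds plus 3 SD, cut at about 40% in these data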;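 also: peak over basal fluorescence ratio in a 140 s read after ATP addition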
V1R ag counter = activates human V1a receptor in oxytocin agonist counter-screen; P37288; CHO-V1R cells, Fluo-8 calcium fluorescence, agonist mode; 0% DMSO, 100% 3 nM vasopressin; activation, % at 3 µM; 320,000 compounds, 0.25% hits; AID 2797;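 active = activation above the mean activation of all tested compounds plus 3 SD, per screening run, cut at about 20% in these data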;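 also: signal is peak over basal fluorescence ratio across a 100 second FLIPR read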
Target sequence (P37288 whole entry, looked up): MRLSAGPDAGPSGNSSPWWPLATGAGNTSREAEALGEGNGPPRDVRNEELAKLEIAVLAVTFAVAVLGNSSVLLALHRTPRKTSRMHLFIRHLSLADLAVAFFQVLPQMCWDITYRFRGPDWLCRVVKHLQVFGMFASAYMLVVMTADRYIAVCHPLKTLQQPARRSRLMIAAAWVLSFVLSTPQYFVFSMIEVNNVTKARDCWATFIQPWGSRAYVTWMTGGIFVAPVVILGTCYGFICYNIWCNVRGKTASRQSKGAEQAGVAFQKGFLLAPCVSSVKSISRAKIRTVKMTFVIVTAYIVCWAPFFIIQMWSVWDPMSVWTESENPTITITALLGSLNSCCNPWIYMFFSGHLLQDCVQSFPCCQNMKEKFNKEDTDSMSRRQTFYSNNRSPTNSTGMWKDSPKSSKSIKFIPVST
CHO parental Ca = signal in parental CHO cells, OX1R antagonist counter-screen. parental CHO-K1, ATP-induced calcium, Fluo-8 fluorescence. inhibition, % at 5.6 µM. 330,000 compounds, 0.63% hits. AID 463079;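 active = inhibition above that plate's mean sample inhibition plus 3 SD, cut at about 26% in these data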;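 also: 0% = ATP-challenged DMSO wells and 100% = DMSO wells without ATP; some compounds past the cut are filed as inactive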
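Assay system: untransfected parental CHO cell line. Also added: ATP agonist challenge. Dosing: one dose, 5.6 µM nominal. Measured by: Fluo-8 fluorescence. Read-out: % inhibition. Benchmarks: ATP wells versus no-ATP DMSO wells. Repeats: no replicates.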
Active calls of the source: *; . = no result given.

SMILES	CHRM1 agonist	M1 ag parental	TAAR1 agonist	CHO-K1 Ca antag	TAAR1 antag	OXTR potentiator	CHO-K1 Ca PAM	V1R ag counter	CHO parental Ca
Cc1cc(C)c(OCCCNC2CCCC2)c(Br)c1	-3	0.5	15	14	-8	-3	-11	2.7	-10
OCC1(Cc2cccc(F)c2)CCN(Cc2ccc3cccc(F)c3n2)CC1	-13	3.2	7	-4	5	-10	14	3.0	-14
CCn1c(SCC(=O)NC2CCCCC2)nnc1-c1ccccc1F	-6	-0.1	2	0	-5	-5	6	-0.1	-5
COc1ccc(Cl)cc1NS(=O)(=O)c1c(C)[nH]c(=O)[nH]c1=O	-2	0.1	0	-1	-6	.	-6	.	.
CN1CCN(S(=O)(=O)c2ccc(-c3noc(C4CCN(S(C)(=O)=O)CC4)n3)cc2)CC1	-1	0.7	18	-12	-1	-4	18	0.7	-8
Cn1ccc2c(N3c4ccccc4CCc4ccccc43)cc3c(c21)C1CCC3O1 (stereo unspecified)	-5	-0.5	4	17	-28	.	-4	.	.
CCC1(CC)C(=O)NC(=O)NC1=NCCc1c[nH]c2ccccc12	-4	0.6	10	-4	9	-7	-7	0.6	-6
O=C(N/N=C/c1coc2ccc(Cl)cc2c1=O)c1ccc(O)cc1	-2	0.8	1	6	-1	.	10	.	.
COc1ccc(C2CC(c3cccs3)=NN2c2nc(-c3ccccc3)cs2)cc1OC (stereo unspecified)	-2	-0.1	0	4	3	-3	3	0.2	-2
C#CCOc1ccc(/C=C2\SC(=S)N(Cc3cccnc3)C2=O)cc1	1	0.1	3	19	6	-8	-13	-0.1	-11
O=c1c2ccccc2sn1-c1cccc(Cl)c1	7	5.0	39*	-6	22	.	1	.	.
Cc1ccc(N=Cc2sc(O)c3ccccc23)cc1	-1	1.4	25	7	25	-14	-3	37*	8
CCN(CC)S(=O)(=O)c1ccc(Cl)c(NC(=O)COC(=O)c2cc(-c3ccccc3Cl)nc3ccccc23)c1	-2	0.3	1	-7	17	-5	20	0.0	-18
CCOC(=O)Cn1nc(C)c(NC(=O)c2ccc(Cl)c([N+](=O)[O-])c2)c1C	0	0.6	3	7	-5	-7	-7	0.4	-5
CCCn1c(CN2CCN(c3cccc(Cl)c3)CC2)nc2c1c(=O)n(C)c(=O)n2C	0	8.5	2	1	2	-7	-3	5.6	33*
Cc1ccc(C)c(OCCC(=O)N2CCN(S(=O)(=O)c3ccc([N+](=O)[O-])cc3)CC2)c1	-1	0.1	1	-4	17	-2	-4	4.1	-8
COc1ccc(CN(C)C(=O)c2cccc(S(=O)(=O)N3CCCc4ccccc43)c2)c(OC)c1OC	-1	13	4	-15	37	.	5	.	.
Cc1ccc(C(=O)NNC(=O)c2cccc(S(=O)(=O)N3CCOCC3)c2)cc1	-1	0.4	2	-3	-2	-3	7	-0.2	2
Cc1ccc(NC(=O)N2CCC(C(=O)NCc3ccccc3)CC2)cc1	-3	0.1	5	6	-12	0	-3	-0.6	-7
CC1SCC(=O)N(CC(=O)NCCc2ccccc2)C1=O (stereo unspecified)	-6	1.3	1	-15	5	-10	22	0.3	-6
Cc1ccc(-n2c(SCC(=O)N3CCOCC3)nnc2-c2cccnc2)cc1C	-4	0.5	1	-7	-5	3	15	0.6	-15
O=C(C1CC1)N1CCC(c2nc(-c3ccc(S(=O)(=O)NCC4CCCO4)cc3)no2)CC1 (stereo unspecified)	1	10	8	4	-1	-11	10	8.1	-2
CCOCCCNS(=O)(=O)c1ccc(OC)c(Cl)c1Cl	-5	1.4	3	-13	2	-9	19	0.8	-16
CC1(C(=O)NC2CCCC2)CCC(=O)N1CCc1c[nH]c2ccccc12 (stereo unspecified)	7	0.8	11	10	-15	.	4	.	.
Cc1ccc(S(=O)(=O)N(C)C)cc1NC(=O)COC(=O)c1ccc2c(c1)OCCO2	-2	4.6	11	-7	-13	-13	3	2.9	-29

New compounds follow
SMILES	CHRM1 agonist	M1 ag parental	TAAR1 agonist	CHO-K1 Ca antag	TAAR1 antag	OXTR potentiator	CHO-K1 Ca PAM	V1R ag counter	CHO parental Ca
Cc1ccccc1N1CCN(Cc2cc3c(cc2[N+](=O)[O-])OCO3)CC1	-5	0.1	4	-5	4	-17	10	-1.3	-21
COc1ccc(NC(=S)Nc2ccccc2)cn1	-5	0.1	11	-1	8	0	10	0.5	3
O=C(CN1CCN(c2nc(-c3ccccc3)cs2)CC1)NNC(=O)c1ccco1	-4	0.9	1	-8	-14	-6	1	0.8	0
O=C(NCc1ccco1)c1cnn2c1NC(c1ccc(Br)cc1)CC2C(F)(F)F (stereo unspecified)	-7	-0.2	3	-5	-10	-6	13	2.3	-17
COc1cc(/C=N/NC(=O)c2ccccc2O)ccc1OCC(=O)Nc1ccccc1	-3	2.2	11	10	32	-11	5	1.2	1
CCOc1ccc(Cn2c3ccc(OC)cc3c3nc4ccccc4nc32)cc1OC	-3	0.7	5	5	-8	-5	-3	-0.1	-17
COc1c(Cl)cc(-c2noc(C)c2C(=O)NC(C)C)cc1Cl	-5	-0.1	-1	-8	-15	-6	10	0.8	-11
Cc1ccc(S(=O)(=O)CC(O)COc2ccc(F)cc2Cl)cc1 (stereo unspecified)	-3	2.7	1	-17	-11	-20	25	3.0	-13
COc1ccc2[nH]c(=O)c(CNC3CCCCC3)cc2c1	-3	0.3	-1	-7	-15	-9	16	0.0	-5
CCc1ccc(NC(=O)c2c(Cl)nc(C)c(Cl)c2C)cc1	-8	0.1	0	-12	-39	-3	27	1.7	-12
O=C(NN1C(=O)C2C3C=CC(C4CC34)C2C1=O)c1ccccc1Cl (stereo unspecified)	-6	0.1	1	-5	0	-10	15	0.2	-5
c1ccc(CCNc2nc(-c3ccccn3)nc3ccccc23)cc1	0	6.2	22	2	36	-11	3	5.2	-6
O=S(=O)(Nn1cnnc1)c1ccc2ccccc2c1	-1	-0.2	-1	1	20	-8	-6	-0.5	4
CCN(CC)S(=O)(=O)c1ccc(N2CCCCC2)c(NC(=O)C2CSC3(C)CCC(=O)N23)c1 (stereo unspecified)	-7	0.7	2	-8	-4	.	21	.	.
COc1ccc(CNC(=O)C2CC(C)=CCC2C(=O)O)cc1 (stereo unspecified)	-4	-0.1	0	19	-6	-6	6	0.8	-2
COc1ccc(CC(=O)N2N=C(c3ccncc3)CC2(O)C(F)(F)F)cc1 (stereo unspecified)	-7	2.7	11	-5	-12	-7	14	3.0	-12
Cc1[nH]n(-c2ccccc2)c(=O)c1N=Nc1ccccc1C(=O)N1CCCCC1	-3	0.2	3	-5	-3	-2	14	-0.7	-7
CCc1nn2c(=O)cc(CSCC(=O)Nc3ccccc3F)nc2s1	-2	0.0	.	-12	.	-3	3	1.1	0
COCCN(C(=O)C1CC(=O)N(Cc2ccc(C)cc2)C1)c1c(N)n(CC(C)C)c(=O)[nH]c1=O (stereo unspecified)	-3	-0.2	3	3	14	1	3	0.6	-9
COc1cc(CNCCN(C)C)c(Br)cc1OC1CCCC1	-6	0.9	2	-10	-15	-6	16	1.3	-9
O=C(CSc1nnc(-c2ccccc2F)o1)N1CCCC1	-2	-0.3	9	-12	-28	2	-17	-1.1	-5
O=C(CSc1n[nH]c(-c2ccccn2)n1)Nc1ccccc1F	-2	0.5	-3	-11	-10	-8	5	0.5	-7
COc1cc(-c2cc(C(=O)Nc3ccc(S(=O)(=O)NCc4ccco4)cc3)c3ccccc3n2)cc(OC)c1OC	0	6.7	22	14	57*	-13	9	6.3	21
C/C(=N\NC(=O)CO/N=C(\C)c1cccs1)c1ccc(N)cc1	-2	0.4	-1	-4	4	-5	1	1.1	-13
O=C1CCN(CCc2ccccc2)CCN1[C@H](CSc1ccc(Br)cc1)Cc1ccccc1	-7	0.6	4	-10	14	-9	-2	2.0	-29

Further entries follow.
SMILES	CHRM1 agonist	M1 ag parental	TAAR1 agonist	CHO-K1 Ca antag	TAAR1 antag	OXTR potentiator	CHO-K1 Ca PAM	V1R ag counter	CHO parental Ca
CCN(CC)S(=O)(=O)c1ccc(N2CCOCC2)c(NC(=O)CSCc2c(C)noc2C)c1	-5	-0.1	4	-11	-3	.	9	.	.
N=C1/C(=C\c2ccc(SCc3ccccc3)o2)C(=O)N=C2SC(CC(=O)N3CCOCC3)=NN12	-3	0.2	2	1	-6	-18	-14	0.6	-5
CCCCC(=O)NC(c1ccc([N+](=O)[O-])cc1)c1c(O)ccc2ccccc12 (stereo unspecified)	-6	7.1	5	7	32	-10	18	4.2	10
CC[C@@]1(C(=O)OC)N[C@H](CN(C)C(=O)c2ccc(C)cc2)[C@@H]2C(=O)N(Cc3ccccc3)C(=O)[C@@H]21	-3	1.7	4	-8	17	-1	9	-0.2	-22
CCC1CN(S(=O)(=O)c2ccc3c(c2)NC(=O)CC(=O)N3)c2cc(Cl)ccc2O1 (stereo unspecified)	-4	0.6	8	-1	-4	-12	16	0.4	-9
O=C(N/C(=C/c1ccc(F)cc1)C(=O)N1CCOCC1)c1ccccc1	4	0.4	1	-4	-21	.	0	.	.
CN(C)CCN(Cc1ccccc1)C(c1ccnc2ccccc12)c1nnnn1-c1ccc2c(c1)OCCO2 (stereo unspecified)	.	10	2	-1	-9	.	11	.	.
Cc1cccc(NC(=O)CN2CCN(CC(=O)Nc3ccc(-c4ccccc4)cc3)CC2)c1C	-4	1.5	-3	-18	-9	-5	2	-0.1	-14
CCn1c(Cc2ccccc2)nnc1SCc1nc2ccccc2c(=O)[nH]1	0	13	.	7	.	-6	13	0.1	-22
CC(C)N(c1nnc(N)s1)C(C)C	-3	0.1	-1	-15	9	-6	14	0.9	-5
CCc1ccccc1NC(=S)Nn1cnnc1	7	-0.5	2	18	-20	.	-3	.	.
CC(C)CNC(=O)c1ccc(Cl)c(Cl)c1	-4	-0.3	-1	8	0	-15	-4	-0.9	9
CCN(CC)S(=O)(=O)c1ccc(N2CCCC2)c(C(=O)OCC(=O)N2CCCC2)c1	-7	0.0	0	-2	9	-24	-1	0.1	-18
COc1cccc(Cn2cccc(NC(=O)NCc3ccccc3)c2=O)c1	-3	1.3	-2	-10	-10	-3	0	1.1	-17
S=C1NCCOCCOCCNC(=S)N2CCOCCOCCN1CCOCCOCC2	-7	0.0	9	-2	0	-15	5	1.4	-19
